Compound activity deposited in PubChem BioAssay by National Center for Advancing Translational Sciences (NCATS).
D2 potentiator – positive allosteric modulators of human D2 dopamine receptor. actives 0.34% (n = 340,000). HEK293 T-REx D2, calcium flux, EC20 dopamine potentiation. P14416. potentiation, % at 10 µM;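 active means potentiation over 3 SD above the plate norm, cut at about 30% in these data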; further: 0% is about no effect
Target sequence (P14416 whole entry, looked up): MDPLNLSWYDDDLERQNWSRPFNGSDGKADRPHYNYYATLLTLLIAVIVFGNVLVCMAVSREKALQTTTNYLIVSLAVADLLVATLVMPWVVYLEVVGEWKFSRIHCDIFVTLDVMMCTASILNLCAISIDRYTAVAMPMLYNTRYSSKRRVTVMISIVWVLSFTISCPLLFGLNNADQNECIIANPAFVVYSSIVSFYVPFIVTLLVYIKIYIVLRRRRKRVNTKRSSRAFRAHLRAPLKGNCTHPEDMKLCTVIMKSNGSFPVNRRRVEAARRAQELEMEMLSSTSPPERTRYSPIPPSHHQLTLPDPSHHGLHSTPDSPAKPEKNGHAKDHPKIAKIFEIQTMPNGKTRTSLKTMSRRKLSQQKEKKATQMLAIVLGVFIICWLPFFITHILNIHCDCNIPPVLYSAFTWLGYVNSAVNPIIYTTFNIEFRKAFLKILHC
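Calcium flux readout, no-wash dye, 1 read/s. Inducible HEK293 Trex D2 line, overnight 30 C. Compound alone 180 s (agonist flags), then EC20 dopamine, another 180 s to score potentiation.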
D1 antag – antagonists of human D1 dopamine receptor. P21728. HEK293 TREx D1 cells, calcium flux, dopamine EC80; active compounds read low. activity change, negative = inhibition, % at 10 µM. actives 3.2% (n = 360,000); in the data active means activity change below about -30%; further: on the % scale 0 is the no-effect control and ±100 the full control effect
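HEK293 T-REx cells expressing inducible, force-coupled D1 receptor; no-wash Ca dye, 30–90 min RT. Cmpd → 180 s read at 1 Hz → EC80 DA → 180 s read.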
D2 antag – antagonizes the human D2 dopamine receptor. P14416. HEK293 TREx D2 cells, calcium flux, dopamine EC80. inhibition, % at 10 µM. actives 2% (n = 340,000). AID 485344; in the data active means inhibition above about 30%; further: 0% is about no effect
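Cells plated overnight at 30 C with tetracycline; no-wash calcium dye, 30–90 min RT; 10 s baseline; compound pinned; 180 s read; EC80 dopamine added; another 180 s read.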
D2 ag – agonists of human D2 dopamine receptor | P14416 | HEK293 T-REx D2 cells, calcium flux agonist mode | activation, % at 2 µM | actives 0.53% (n = 340,000) | AID 485358;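 active means activation over 3 SD above normal in the single-dose calcium agonist read, cut at about 30% in these data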; further: 0% is about no effect
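Agonism is scored from calcium flux in a force-coupled, inducible HEK293 cell line expressing D2, read kinetically for 180 s after compound addition against dopamine controls.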
TRHR enhancer – TRH receptor (human) allosteric enhancement; P34981; TRHR cells, fluo-8 calcium fluorescence, EC20 TRH enhancement; enhancement, % at 2 µM; actives 0.66% (n = 360,000); AID 493056; in the data active means enhancement above about 30%; further: 0% is about no effect
Target sequence (P34981 whole entry, looked up): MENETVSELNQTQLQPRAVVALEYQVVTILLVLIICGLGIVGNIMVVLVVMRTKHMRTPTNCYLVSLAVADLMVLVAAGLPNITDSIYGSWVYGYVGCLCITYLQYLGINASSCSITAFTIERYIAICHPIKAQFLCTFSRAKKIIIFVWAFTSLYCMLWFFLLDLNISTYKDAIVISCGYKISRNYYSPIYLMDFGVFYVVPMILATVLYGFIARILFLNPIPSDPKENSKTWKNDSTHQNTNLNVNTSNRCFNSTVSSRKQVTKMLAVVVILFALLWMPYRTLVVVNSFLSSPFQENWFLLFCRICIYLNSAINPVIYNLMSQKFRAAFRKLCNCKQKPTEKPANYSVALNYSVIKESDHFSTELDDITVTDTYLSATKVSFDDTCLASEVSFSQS
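TRHR-expressing cells loaded with fluo-8 calcium dye were read kinetically (ex 480/em 530) during compound addition, then stimulated with an EC20 of TRH (10 nM final). Enhancement of the Gq-mediated intracellular calcium response was scored.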
D1 PAM – human D1 dopamine receptor positive modulation. potentiation, % at 10 µM. P21728. HEK293 TREx D1 cells, calcium flux, dopamine EC20 potentiation. actives 0.036% (n = 360,000); in the data active means potentiation above about 30%; further: 0% is about no effect
D1 agonist – activates the human D1 dopamine receptor; P21728; HEK293 T-REx D1 cells, calcium flux, agonist mode; activation, % at 2 µM; actives 1% (n = 360,000); AID 504660; further: 0% is about no effect
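Inducible HEK293 T-REx D1 cells, force-coupled to calcium signalling, were plated at 4000 cells/well with tetracycline and held overnight at 30 C. After no-wash calcium dye loading, compound-evoked calcium rise over 180 s flagged agonists.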
TRHR agonist – TRH receptor (human) agonism; TRHR cells, calcium flux fluo-8, FDSS agonist mode; activation, % at 2 µM; P34981; actives 0.18% (n = 360,000); further: 0% is about no effect
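Read-out: compound-evoked intracellular calcium rise in TRHR cells, fluo-8 dye, kinetic FDSS fluorescence at 1 s/cycle following a 10-cycle baseline. Cells cultured overnight before dye loading (30 min–1.5 h, RT).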
RXFP1 antag – RXFP1 (human) relaxin receptor antagonism | HEK293-RXFP1, relaxin-stimulated cAMP HTRF, 30 min; active compounds read low | Q9HBX9 | activity change, negative = inhibition, % at 57.5 µM | actives 0.59% (n = 350,000);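 active means activity change of -60% or lower, but not beyond a set lower limit; inconclusive means change between -60% and -40%, or beyond the set limit; inactive means change above -40%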; further: on the % scale 0 is the no-effect control and ±100 the full control effect
Active calls of the source: *; ? = inconclusive; / = not tested or not shown; & = joins results of further samples. Unless noted, no stated cut-off is given here; in the data, active means activation above about 30%; inactive means the rest.

1. Cc1cccc(Nc2nnc(SCC(=O)Nc3ncc(C(F)(F)F)cc3Cl)s2)c1C
2. Cc1ccc(S(=O)(=O)N2CCc3cc(C(=O)Nc4ccc(C(F)(F)F)cc4)ccc32)cc1
3. COC(=O)c1[nH]c2ccc(Cl)cc2c1NC(=O)Oc1ccccc1
4. COc1cc(-c2nnc(SCC(=O)N3CCOCC3)o2)cc(OC)c1OC
5. COC(=O)c1cccc(NC(=O)C(C)N2C(=O)c3ccccc3C2=O)c1 (configuration not stated)
assay / compound	1	2	3	4	5
D2 potentiator	-2	0	5	-4	-16
D1 antag	4	-11	-3	18	0
D2 antag	-5	/	-14	17	12
D2 ag	-1.3	1.8	0.2	0.6	-0.1
TRHR enhancer	-5	3	11	3	4
D1 PAM	3	-3	-4	-6	3
D1 agonist	1	2	3	5	1
TRHR agonist	-1.0	2.6	-0.2	0.0	-0.6
RXFP1 antag	-9	-7	-3	9	5

Filtered by structure, the compounds so far containing fluorine
1. Cc1cccc(Nc2nnc(SCC(=O)Nc3ncc(C(F)(F)F)cc3Cl)s2)c1C
2. Cc1ccc(S(=O)(=O)N2CCc3cc(C(=O)Nc4ccc(C(F)(F)F)cc4)ccc32)cc1
assay / compound	1	2
D2 potentiator	-2	0
D1 antag	4	-11
D2 antag	-5	/
D2 ag	-1.3	1.8
TRHR enhancer	-5	3
D1 PAM	3	-3
D1 agonist	1	2
TRHR agonist	-1.0	2.6
RXFP1 antag	-9	-7

More structures.
6. COc1ccc(CCNC(=O)C2CC(=O)N(c3ccc(C)cc3)C2)cc1OC (configuration not stated)
7. COc1cccc(OCCSc2nc(C)c(Cc3ccccc3)c(=O)[nH]2)c1
8. COc1cc(NC(=O)CCc2ccccc2)nc(OC)n1
9. Cc1oc2ccc(O)c(CN3CCN(Cc4ccccc4)CC3)c2c1C(=O)Nc1cccc(Cl)c1C
10. COc1cccc(CNS(=O)(=O)c2cc(CN3C(=O)c4cccnc4C3=O)ccc2OC)c1
assay / compound	6	7	8	9	10
D2 potentiator	/	-5	-10	-9	-4
D1 antag	4	-4&-3	5	5	-2
D2 antag	3	/	-21	/	2
D2 ag	0.9	-1.0	0.8	0.4	0.2
TRHR enhancer	-4	-7&0	-1	5	4
D1 PAM	-7	-6&-2	0	1	3
D1 agonist	0	0&4	0	-1	0
TRHR agonist	-0.5	0.9&-0.3	0.3	-0.4	-0.1
RXFP1 antag	0	0&-4	-10	-16	13

Some of these compounds in order of the D2 potentiator value, smallest number first.
no. | structure | D2 potentiator
8 | COc1cc(NC(=O)CCc2ccccc2)nc(OC)n1 | -10
4 | COc1cc(-c2nnc(SCC(=O)N3CCOCC3)o2)cc(OC)c1OC | -4
2 | Cc1ccc(S(=O)(=O)N2CCc3cc(C(=O)Nc4ccc(C(F)(F)F)cc4)ccc32)cc1 | 0

More structures.
11. CC(/C=N/NC(=O)c1cc(-c2ccc(Cl)cc2)nc2ccccc12)=C\c1ccco1
12. CCN(CC(=O)NC1CCS(=O)(=O)C1)S(=O)(=O)c1cc(Br)ccc1Br (configuration not stated)
13. C/C(CCC(C)C)=N\NC(=O)COc1ccccc1-c1ccccc1
14. Cc1ccc(C)c(OCCC(=O)OCC(=O)NCCc2ccc(S(N)(=O)=O)cc2)c1
15. Cc1ccc(NC(=O)CSc2nnc(CNC(=O)c3ccco3)n2C)cc1C
assay / compound	11	12	13	14	15
D2 potentiator	1	-6	1	-1	5
D1 antag	3	-9	4	0	14
D2 antag	-4	-8	-6	4	-16
D2 ag	-1.0	0.7	1.2	0.5	1.2
TRHR enhancer	1	4	1	-6	24
D1 PAM	-1	2	-5	-5	2
D1 agonist	6	-1	3	2	1
TRHR agonist	-0.5	-0.4	-0.5	-0.3	-0.1
RXFP1 antag	-7	5	-7	-11	-1

Quoted at random: 2 records from the list
14. Cc1ccc(C)c(OCCC(=O)OCC(=O)NCCc2ccc(S(N)(=O)=O)cc2)c1
13. C/C(CCC(C)C)=N\NC(=O)COc1ccccc1-c1ccccc1
assay / compound	14	13
D2 potentiator	-1	1
D1 antag	0	4
D2 antag	4	-6
D2 ag	0.5	1.2
TRHR enhancer	-6	1
D1 PAM	-5	-5
D1 agonist	2	3
TRHR agonist	-0.3	-0.5
RXFP1 antag	-11	-7

Next section:
16. Cc1ccc(NS(=O)(=O)c2ccc3c4c(cccc24)C(=O)N3)c(C)c1
17. CC(=O)c1ccc2noc(-c3ccccc3)c2c1
18. O=S(=O)(NCc1ccccc1)c1ccc(Br)s1
19. COc1ccc(OC)c(NC(=O)c2cc(S(=O)(=O)N3CCCCC3)c[nH]2)c1
20. CCOC(=O)CC(=O)CSc1ccc2nnc(-c3cccc(F)c3)n2n1
assay / compound	16	17	18	19	20
D2 potentiator	2	22	10	-8	10
D1 antag	1	-7	-4	0	8
D2 antag	/	-6	-5	27	-6
D2 ag	/	0.5	-0.2	-0.8	0.6
TRHR enhancer	4	0	1	-6	-6
D1 PAM	-2	1	3	-4	-6
D1 agonist	13	3	5	-1	0
TRHR agonist	-0.7	-0.3	-0.4	-0.5	0.4
RXFP1 antag	-7	15	1	/	24

21. O=C(COc1ccc(Br)cc1)Nc1ccc(S(=O)(=O)Nc2ccccn2)cc1
22. CC1(C)OC(=O)C(=NNc2ccc(C(=O)O)cc2)C(=O)O1
23. CC(C(=O)NCc1ccccc1)n1cc([N+](=O)[O-])cn1 (configuration not stated)
24. Cc1cccc(-c2nn(-c3ccccc3)cc2C(=O)Nc2cccc(S(=O)(=O)NC3=NCCC3)c2)c1
25. CCOCCn1c(CN2CCc3ccccc3C2)nc2c1c(=O)n(C)c(=O)n2C
assay / compound	21	22	23	24	25
D2 potentiator	13	-10	12	4	13
D1 antag	9	10	-5	-8	5
D2 antag	-1	15	-14	3	-3
D2 ag	1.7	16	-0.4	-0.4	-0.1
TRHR enhancer	5	0	-4	0	-1
D1 PAM	8	-4	2	12	7
D1 agonist	2	3	0	6	3
TRHR agonist	2.9	0.5	0.0	0.4	0.5
RXFP1 antag	8	-16	4	-12	5

26. COC(=O)N/N=C/c1cc(Cl)c(OCc2ccc(F)cc2)c(OC)c1
27. COc1ccc(C)cc1NC(=O)CSc1nc(=O)n(Cc2ccncc2)c2c1CCC2
28. CCCn1c(CNC(=O)c2ccc(F)cc2)nc2ccccc21
29. CC(NC(=O)c1ccc(Cl)cc1)c1nnc(SCc2ccc([N+](=O)[O-])cc2)n1C (configuration not stated)
30. CCCCC1CCC(C(=O)N(CC(C)C)c2c(N)n(Cc3ccccc3)c(=O)[nH]c2=O)CC1 (configuration not stated)
assay / compound	26	27	28	29	30
D2 potentiator	0	-2	-11	-11	7
D1 antag	-4	/	-3	6	-12
D2 antag	-18	/	/	32*	-10
D2 ag	0.1	0.4	-1.1	1.0	-0.9
TRHR enhancer	8	-2	-3	-3	6
D1 PAM	-1	-4	0	-6	-13
D1 agonist	3	-4	-1	0	3
TRHR agonist	1.0	-0.5	-0.5	0.0	-0.4
RXFP1 antag	/	/	/	9	/

31. Cc1cc(C)cc(OCc2nnc(N)s2)c1
32. CCN(CC(=O)Nc1cccc(OC)c1)CC(=O)Nc1cccc2ccccc12
33. CC(C)N(Cc1ccccc1)S(=O)(=O)c1ccc(F)cc1
34. COc1ccccc1NC(=O)C(=O)NCCC1CCCCN1S(=O)(=O)c1ccc(F)cc1 (configuration not stated)
35. Cc1ccc(OCC(O)CN2C(=O)NC(C)(C)C2=O)cc1C (configuration not stated)
assay / compound	31	32	33	34	35
D2 potentiator	4	12	10	22	9
D1 antag	5	-7	-6	-25	10
D2 antag	8	-22	4	3	6
D2 ag	0.2	-0.9	0.8	0.0	0.3
TRHR enhancer	2	13	-7	-1	1
D1 PAM	1	-3	-2	1	3
D1 agonist	2	1	2	5	-1
TRHR agonist	-0.7	-0.2	-0.9	0.1	-0.1
RXFP1 antag	3	-3	-4	2	/

36. Cc1ccc(-c2c(C(=O)NCc3ccc(F)cc3)oc(=O)c3ccccc23)cc1
37. O=C(CCCOc1ccc(Cl)cc1Cl)NCc1ccncc1
38. CCOc1ccc(-n2c(-c3ccc(OC)cc3)c[n+]3c2CCCCC3)cc1
39. COc1cc(CNC(=O)C2CCCCN2S(=O)(=O)c2ccc(F)cc2)cc(OC)c1OC (configuration not stated)
40. CN(CC1CCOCC1)C(=O)CC1C(=O)NCCN1Cc1cccc(Oc2ccccc2)c1 (configuration not stated)
assay / compound	36	37	38	39	40
D2 potentiator	0&-3	1	-4	-3	-8
D1 antag	-9&2	12	12	7	0
D2 antag	6	-1	6	/	-5
D2 ag	0.8&-1.7	-0.1	0.5	-0.1	0.1
TRHR enhancer	-3&-1	0	-3	-13	0
D1 PAM	-1&3	1	-2	-3	1
D1 agonist	4&4	5	2	2	-1
TRHR agonist	0.5&-0.4	0.1	-0.2	0.3	1.0
RXFP1 antag	/	4	-20	3	1

41. COc1ccc(-c2cc(C(=O)Nc3c(C(=O)c4ccc(C)c(F)c4)oc4ccccc34)no2)cc1
42. CCOc1ccc(Br)cc1CNCCSc1nnnn1-c1ccccc1
43. COc1ccc(-c2ccc(NS(=O)(=O)c3ccc(OC)c(OC)c3)cc2)nn1
44. O=C(CNc1ccc2ccccc2c1)N/N=C/c1ccc([N+](=O)[O-])o1
45. CCOC(=O)C1=C(Nc2ccc(Cl)cc2)OCC1=O
assay / compound	41	42	43	44	45
D2 potentiator	-4	-20	1	-2	2
D1 antag	5	-38*	-16	-25	-4
D2 antag	/	/	/	3	-6
D2 ag	2.7	24	-0.4	-0.1	0.7
TRHR enhancer	6	-14	3	0	1
D1 PAM	0	1	-3	-2	-2
D1 agonist	-2	106*	3	0	2
TRHR agonist	-0.5	7.3	0.0	-0.1	-0.6
RXFP1 antag	-9	-20	-2	-2	0

46. O=C(O)C1=C(Nc2ccccc2)OCC1=O
47. Cc1ccc([N+](=O)[O-])cc1NC(=O)CSc1nncc2ccccc12
48. CCc1nc(SCc2ccc(C(=O)OC)o2)n[nH]1
49. COC(=O)c1ccccc1NC(=O)C(C)Oc1ccccc1 (configuration not stated)
50. Cc1ccc(S(=O)(=O)c2nc(-c3ccco3)oc2SCC(=O)NCC2CCCO2)cc1 (configuration not stated)
assay / compound	46	47	48	49	50
D2 potentiator	17	-8	6	-6	10
D1 antag	4	-4	-12	-7	10
D2 antag	2	4	-9	-9	-1
D2 ag	0.9	-0.7	-0.3	-1.3	-0.3
TRHR enhancer	9	-4	-2	-5	-4
D1 PAM	-3	-3	-2	-5	3
D1 agonist	1	8	1	0	5
TRHR agonist	-0.4	-1.0	-1.7	0.0	0.0
RXFP1 antag	-28	-21	12	3	5

51. CC1CCCCC1NC(=O)Cn1cnc2sccc2c1=O (configuration not stated)
52. O=C(CN1C2CCCC1CC(NC(=O)c1ccco1)C2)Nc1ccccc1 (configuration not stated)
53. Cc1ccc(C(=O)Nc2onc3c2CCCC3)cc1
54. CCOC(=O)C(CC)(CC)C(=O)/C=C/c1ccc(OC)cc1
55. Cc1ccc(N2CC(C(=O)N3CCN(C(=O)c4ccco4)CC3)CC2=O)cc1 (configuration not stated)
assay / compound	51	52	53	54	55
D2 potentiator	10	27	-7	4	5
D1 antag	21	-6	-16	-14	2
D2 antag	-9	-18	/	0	5
D2 ag	-1.0	-0.2	-0.7	-1.5	-0.7
TRHR enhancer	7	12	2	-5	-1
D1 PAM	2	-6	-2	9	-9
D1 agonist	3	13	0	13	-3
TRHR agonist	0.2	-0.7	-0.3	0.1	-1.0
RXFP1 antag	12	-9	0	?	5
